p53 reactivator – qHTS assay for re-activators of p53 using a Luc reporter; H1299 p53-A138V BP100-luciferase reporter, luminescence, 24 h; Potency, µM (top dose mostly 92.2 µM), for the others: at the highest dose activity change, positive = activation, usual class: activators; 0.063% of 320,000 active; AID 504706, 2011; further: potency means the concentration at half of the fitted maximal effect; % of control where 0% means no effect; nearly all actives have a fitted effect of over 45% in size
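p53-null H1299 cells stably carrying temperature-sensitive p53-A138V and a BP100-luciferase reporter were pinned with compounds (4-point, 1:5 series) and held 24 hrs at 37 deg C. Luminescence was read 10 min after detection reagent.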
B2AR arrestin – qHTS assay of beta-arrestin-biased ligands of beta2-adrenergic receptor | Beta-2 adrenergic receptor (Homo sapiens), P07550 | beta-arrestin recruitment to beta2AR, cell-based reporter | Potency, µM (highest dose often 46.1 µM), for the others: top-dose activation, actives largely listed as activators | 0.02% of 330,000 active | AID 492947, 2010;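 further: potency means the concentration at half of the fitted maximal effect; 0% = DMSO controls and full agonism = EC100 isoproterenol or metaproterenol; nearly all actives have a fitted effect of over 65% in size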
BRCA1 expr up – qHTS Assay to Identify Small Molecule Activators of BRCA1 Expression; MCF7-BRCA1-FFLuc reporter, luminescence, 48 h; response scale: scaled: vehicle 0%, 10 µM genistein 100%; Potency, µM (highest dose often 46.1 µM), for inactives: at the top dose activation, hits mostly activators; 1.1% of 380,000 active; AID 624202, 2012; further: potency means the concentration at half of the fitted maximal effect; nearly all actives have a fitted effect of over 80% in size; some results filed as inactive show a strong effect at the top dose
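Activators of BRCA1 expression were detected as increased firefly luciferase luminescence in engineered MCF7 cells after 48 h compound incubation. Signals were scaled to genistein 10 microM as full activation.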
ASM inhibitor – Inhibitors of Secretory Acid Sphingomyelinase (S-ASM): qHTS; placental ASM, HMU-PC fluorogenic substrate, 60 min; Potency, µM (series often up to 57.5 µM), for the others: top-dose activity change, negative = inhibition, usual class: inhibitors; 0.006% of 340,000 active; AID 504937, 2011; further: potency means the concentration at half of the fitted maximal effect
Target sequence (P17405 47-631 limits assumed): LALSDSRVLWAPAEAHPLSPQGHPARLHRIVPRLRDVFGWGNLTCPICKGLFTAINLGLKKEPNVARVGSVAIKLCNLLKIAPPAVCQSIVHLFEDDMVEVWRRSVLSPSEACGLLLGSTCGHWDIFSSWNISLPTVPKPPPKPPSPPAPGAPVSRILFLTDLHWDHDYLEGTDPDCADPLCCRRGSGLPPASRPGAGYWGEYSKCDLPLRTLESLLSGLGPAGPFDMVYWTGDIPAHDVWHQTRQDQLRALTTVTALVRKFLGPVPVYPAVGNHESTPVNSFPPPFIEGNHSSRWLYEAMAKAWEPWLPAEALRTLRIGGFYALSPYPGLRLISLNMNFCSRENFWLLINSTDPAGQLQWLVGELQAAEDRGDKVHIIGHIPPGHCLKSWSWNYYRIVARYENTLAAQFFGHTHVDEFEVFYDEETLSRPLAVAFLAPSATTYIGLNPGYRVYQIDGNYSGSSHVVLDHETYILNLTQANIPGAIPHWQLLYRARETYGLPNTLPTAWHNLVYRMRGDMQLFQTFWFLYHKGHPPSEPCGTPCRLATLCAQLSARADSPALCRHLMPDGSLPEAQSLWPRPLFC
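HMU-PC0 cleavage (9 uM final) by human placental ASM, 60 min at 37 °C following 10 min compound exposure at RT; stopped at pH 10, fluorescence Ex 386/Em 447 nm.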
TRPV1 ag – HTS Assay for Compounds that Act as Agonists of the Vanilloid Receptor 1; TRPV1-expressing cells, Fluo-8 calcium influx, agonist mode; activation, % at 8.33 µM; 0.19% of 320,000 active; AID 540275, 2011; in the data active means activation above about 80%; inconclusive means between about 30% and that limit; further: 0% is about no effect
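TRPV1-expressing cells were cultured overnight at 35.5C and loaded with Fluo-8 calcium dye for 40 to 90 min at room temperature. After a 10 s baseline, compound was added and calcium influx was read kinetically for 3 min (ex 480/em 520 nm).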
ELG1 genotox – qHTS screen for small molecules that induce genotoxicity in human embryonic kidney (HEK293T) cells expressing luciferase-tagged ELG1; HEK293T ELG1-luciferase reporter, luminescence, 16 h; Potency, µM (highest dose often 46 µM), without a hit: at the top dose activity change, positive = activation, actives largely listed as activators; 1.3% of 330,000 active; AID 504466, 2011; further: potency means the concentration at half of the fitted maximal effect; % of control where 0% means no effect; nearly all actives have a fitted effect of over 60% in size
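DMSO vehicle served as control against compound-treated ELG1-luciferase HEK293T cells; exposure lasted 16 hr at 37 °C and 5% CO2, followed by ONE-Glo luminescence detection after 30 min.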
USP2a block – qHTS Assay for Inhibitors of Ubiquitin-specific Protease USP2a Using CHOP2 as the Reporter. Ubiquitin carboxyl-terminal hydrolase 2 (Homo sapiens), O75604. USP2 core, Ub-CHOP2 coupled fluorogenic reporter, 485/531. Potency, µM (titrated, usually from 38.3 µM), inactives show at the top dose activity change, negative = inhibition, actives largely listed as inhibitors. 0.01% of 330,000 active. AID 463254, 2010;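 further: potency means the concentration at half of the fitted maximal effect; plate controls were DMSO wells for no effect and full inhibition by NEM control for full effect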
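USP2 core (10nM final) preincubated 30min RT with compound in 20mM Tris-HCl pH 8.0, 2mM CaCl2, 2mM beta-mercaptoethanol, 0.05% CHAPS; 25nM Ub-CHOP2 plus 25nM reporter substrate added, fluorescence (Ex485/Em531) read after 60min.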
uPA generation – qHTS for Inhibitors of Cell Surface uPA Generation | cell surface uPA generation assay, qHTS | Potency, µM (top dose mostly 38.3 µM), without a hit: top-dose activity change, negative = inhibition, actives largely listed as inhibitors | 0.31% of 330,000 active; active means well fitted inhibition curve with a large enough effect; inconclusive means small, poorly fitted or top-dose-only effect; inactive means no such curve, though single readings can be large or run the other way; tested in mouse RAW 264.7 cells; further: potency means the concentration at half of the fitted maximal effect; on the % scale 0 is the no-effect control and ±100 the full control effect; nearly all actives have a fitted effect of over 55% in size
a7 integrin act – qHTS for Activators of Integrin-Mediated Alleviation for Muscular Dystrophy; 0.064% of 350,000 active; alpha7betagal myoblasts, beta-gal FDG fluorescence, 48 h; Potency, µM (top dose mostly 38.3 µM), for inactives: at the top dose activation, most hits filed as activators;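 further: potency means the concentration at half of the fitted maximal effect; 100% = response of the positive control SU9516; nearly all actives have a fitted effect of over 60% in size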
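Alpha7betagal+/- myoblasts (passage 13) were plated 16-24 hr, then exposed to compounds (1:260 dilution of DMSO stock) for 48 hours at 37C. After MPER lysis, β-galactosidase reporter activity was read as FDG fluorescence (ex 480/em 540) after 30 minutes.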
Eya2 inh – qHTS Assay for Inhibitors of the Phosphatase Activity of Eya2; AID 488837, 2010; recombinant Eya2, OMFP fluorescence dephosphorylation (OMFP is methylfluorescein phosphate); Protein phosphatase EYA2 (Homo sapiens), O00167; 0.006% of 330,000 active; Potency, µM (series often up to 76.9 µM), for the others: at the highest dose activity, negative = inhibition, usual class: inhibitors; further: potency means the concentration at half of the fitted maximal effect; on the % scale 0 is the no-effect control and ±100 the full control effect
Target sequence (O00167 whole entry, looked up): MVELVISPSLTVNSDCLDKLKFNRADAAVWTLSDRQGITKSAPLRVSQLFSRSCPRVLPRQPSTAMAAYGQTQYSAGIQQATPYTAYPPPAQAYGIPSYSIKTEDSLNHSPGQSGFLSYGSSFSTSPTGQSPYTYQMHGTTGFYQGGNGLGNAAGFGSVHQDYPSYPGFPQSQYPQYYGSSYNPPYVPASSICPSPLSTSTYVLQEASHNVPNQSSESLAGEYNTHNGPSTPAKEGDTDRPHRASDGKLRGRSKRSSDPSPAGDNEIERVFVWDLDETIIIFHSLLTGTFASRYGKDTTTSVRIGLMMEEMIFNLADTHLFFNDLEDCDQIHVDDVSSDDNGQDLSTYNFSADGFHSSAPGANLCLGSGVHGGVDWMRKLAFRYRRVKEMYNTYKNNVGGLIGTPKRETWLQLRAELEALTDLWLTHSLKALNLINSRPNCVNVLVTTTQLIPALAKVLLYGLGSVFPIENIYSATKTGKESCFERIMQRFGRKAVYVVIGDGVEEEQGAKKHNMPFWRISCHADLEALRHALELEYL
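Eya2 protein (added as 0.2 uM solution) was preincubated with compound for 10 min at ambient temperature in 50 mM HEPES pH 7.5, 50 mM NaCl, 5 uM MgCl2, 0.05% BSA, 1 mM DTT. OMFP (added at 50 uM) then reacted 10 min; fluorescence read at 485/525 nm.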
PTAP TSG101 blk – qHTS Assay for Iinhibitors of HIV-1 Budding by Blocking the Interaction of PTAP/TSG101; AID 493005, 2010; 340,000 tested, under 10 active; Potency, µM (highest dose often 115 µM), inactives show at the highest dose activity change, negative = inhibition, usual class: inhibitors; Tumor susceptibility gene 101 protein (Homo sapiens), Q99816; Fluorescence polarization, FITC-PTAP peptide / Tsg101 binding; active means well fitted inhibition curve with a large enough effect in the main read-out, with a control signal flat, not every such curve was filed as active; inconclusive means small, poorly fitted or top-dose-only effect, or effect the other way, or a change in a side signal; inactive means no such curve, though single readings can be large or run the other way; further: potency means the concentration at half of the fitted maximal effect; % of control where 0% means no effect
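Fluorescence polarization binding of Tsg101 binding domain (10 uM final) to FITC-labeled PTAP peptide (50 nM final) in HEPES pH 7.5 buffer with NaCl, Tween 20, EDTA, TCEP. Compounds added before peptide; binding 20 min at RT.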
* hit, by the source's call; ? = inconclusive; / = not tested or not shown; [ ] = dose if it differs, or a comment. Unless noted, the call rests on the fitted dose curve; in most records, active means well fitted curve in the direction sought with a large enough effect; inconclusive means small, poorly fitted or top-dose-only effect, or another doubt; inactive means no such curve, though single readings can be large; an effect the other way counts as inactive or inconclusive.

SMILES	p53 reactivator	B2AR arrestin	BRCA1 expr up	ASM inhibitor	TRPV1 ag	ELG1 genotox	USP2a block	uPA generation	a7 integrin act	Eya2 inh	PTAP TSG101 blk
CN(c1ccccc1)c1nc(N)c([N+](=O)[O-])c(NCCO)n1	-0.7%	-0.1%	0.1%	-9.5%	-4.7	10.8%	3.4%	8.0%	7.0%	3.9%	-0.8%
COC(CNC(=O)c1ccc2c(c1)ncn2-c1cc(C)cc(C)c1)OC	2.9%	0.3%	-13.5%	7.1%	-2.2	6.2%	-0.1%	-2.9%	17.0%	0.9%	-3.3%
COc1ccc(CNC(=O)C[C@H]2C(=O)N(Cc3ccccc3)C[C@@H]2Cc2ccccc2)cc1	/	-0.8%	-29.9%	3.4%	?	-4.5%	0.2%	-1.1%	-2.6%	2.7%	-0.7%
COc1cccc(OC2OC3COC(C)(C)OC3C(O)C2NC(C)=O)c1 (centres undefined)	1.5%	0.5%	-2.1%	3.2%	0.6	0.4%	1.6%	0.6%	2.4%	5.6%	0.9%
CC(C)(CN1CCNCC1)NS(=O)(=O)c1ccc(Cl)cc1	5.3%	-0.5%	-29.7%	2.2%	-2.1	4.4%	-5.2%	?	-56.3%[inhibitor]	-26.1%	-6.6%
COc1ccc(CCNC(=O)C(C)n2nc(C)c3c(C)n(-c4ccc(C)cc4)nc3c2=O)c(OC)c1 (centres undefined)	-4.1%	-0.8%	-31.4%	-0.5%	-0.3	-20.2%[9.26 µM]	-1.6%	-15.4%	-41.3%	2.4%	-5.1%
CC(=O)OC[C@H]1O[C@@H](O/N=C(\C)CCN2CCCCc3nc(C)c(C)cc32)[C@H](OC(C)=O)[C@@H](OC(C)=O)[C@@H]1OC(C)=O	-0.9%	-0.2%	/	/	1.6	0.4%	0.7%	/	/	2.4%	/
CNS(=O)(=O)c1ccc2c(c1)oc(=O)c1cc(S(=O)(=O)NC)ccc12	-3.6%	0.2%	-8.2%	-2.2%	-4.7	-5.1%	3.7%	-12.3%	21.1%	-1.3%	-3.6%
COc1ccc(C(CC(=O)O)c2cc(OC)c(OC)c(OC)c2)cc1OC (centres undefined)	/	/	-19.0%	-0.5%	/	/	/	2.0%	0.2%	/	-1.1%
O=c1c2ccccc2cnn1Cc1ccc(Br)cc1F	-0.2%	-0.8%	13.8%	-15.2%	25.4	8.5%	-2.0%	2.6%	-33.0%	-20.7%	-6.5%
O=C(O)C1CCC(Cn2c(SCc3cc(=O)n4cc(Cl)ccc4n3)nc3ccsc3c2=O)CC1 (centres undefined)	-4.4%	-0.3%	1.5%	7.9%	0.7	21.2%	4.4%	7.5%	12.8%	8.3%	-8.8%
Cc1ccc(NC2=NCC(=O)N2CCc2ccccc2)cc1C	14.2%	-0.5%	23.8%	5.2%	17.3	-0.3%	1.2%	-3.8%	-22.2%	3.0%	-2.3%
COc1ccc(C(=O)N/C(=C\c2ccc([N+](=O)[O-])cc2)C(=O)NC(CCSC)C(=O)O)cc1 (centres undefined)	-0.2%	-0.1%	-23.2%	4.2%	-3.6	0.4%	16.3%	-5.6%	-1.1%	4.9%	-0.7%
CCOC(=O)C1C(=O)C=C(c2ccc(C)cc2)CC1c1ccccc1 (centres undefined)	17.8%	0.0%	2.5%	-4.2%	6.4	-5.3%	2.3%	4.8%	-28.1%	-4.6%	-3.3%
CCc1ccccc1N(C(=O)c1snc(C(N)=O)c1N)C(C(=O)NCC1CCCO1)c1ccc(C)o1 (centres undefined)	-5.1%	-0.7%	-24.0%	/	5.4	-23.0%	-0.3%	/	?	-8.2%	-0.5%
COc1ccc(S(=O)(=O)N2CCN(C(=O)CSC(=S)N3CCCC3)CC2)cc1	-9.5%	0.2%	2.9%	4.4%	1.3	-1.3%	-1.2%	-4.1%	10.4%	-9.8%	-7.6%
Cc1ccc(N/N=C(/Sc2nnnn2-c2ccccc2)C(=O)c2ccccc2)cc1	-0.9%	-0.9%	-56.5%	-7.4%	?	-4.6%	3.5%	-4.2%	-2.6%	2.5%	-1.3%
CN(CC(=O)NCCCN1CCOCC1)S(=O)(=O)c1ccc(Cl)cc1	-4.8%	?	-13.4%	0.1%	/	2.7%	-8.3%	5.4%	7.5%	0.0%	1.0%
CCc1cccc(C)c1N1C(=O)CC(C)(C)CC1=O	-3.0%	-1.0%	3.5%	3.1%	1.8	2.7%	0.0%	10.4%	-4.6%	-2.1%	0.4%
O=C(N/N=C/c1ccc(Cl)cc1)C(=O)N1CCCCCC1	-1.4%	0.1%	6.7%	1.2%	-4.6	1.4%	3.3%	4.2%	2.1%	2.5%	-0.1%
CC(NCc1cccnc1)c1ccccc1 (centres undefined)	/	-1.1%	-7.2%	0.1%	1.6	-0.5%	-1.6%	-3.7%	6.0%	-29.8%	-3.7%
CCn1cc(C(=O)NCCc2ccccc2)c(=O)c2cc(F)c(N3CCN(C)CC3)cc21	-4.7%	-0.9%	1.0%	-4.7%	1.9	6.5%	-0.1%	-8.1%	-35.7%	-6.4%	-1.3%
CCSc1nc(C)c(C)c(=O)[nH]1	10.3%	-0.8%	-14.5%	3.5%	-0.7	10.5%	-1.6%	4.6%	0.0%	?	-5.2%
Cc1c(C#N)c2ccccc2n1CC(=O)N1CCCC1	1.9%	-0.8%	-4.3%	-0.2%	-3.1	-4.7%	2.1%	3.1%	0.0%	14.1%	-5.6%
O=C(CN1C(=O)c2ccccc2C1=O)N1CCN(C(=O)c2ccco2)CC1	-1.6%	-0.1%	0.4%	5.3%	0.2	-1.2%	0.5%	/	1.3%	26.4%	-4.6%

Going on with the list.
SMILES	p53 reactivator	B2AR arrestin	BRCA1 expr up	ASM inhibitor	TRPV1 ag	ELG1 genotox	USP2a block	uPA generation	a7 integrin act	Eya2 inh	PTAP TSG101 blk
O=C(O)CCCNS(=O)(=O)c1ccc(NCc2ccccc2)c(C(=O)O)c1	11.0%	-0.4%	19.3%	0.8%	-0.7	-8.1%	2.2%	2.6%	-4.9%	3.5%	1.1%
COc1ccccc1CNC(=O)C/C(C)=N/NC(=O)Cc1ccccc1	-3.1%	-1.4%	4.2%	2.2%	-2.2	-0.2%	1.6%	4.4%	-7.3%	-22.2%	2.2%
CC1CN(Cc2cnc(Cl)s2)CC(C)O1 (centres undefined)	-2.1%	-0.1%	-3.1%	-1.9%	-0.7	0.3%	0.8%	25.2%	7.1%	9.2%	-3.7%
N#Cc1ccccc1OCC(=O)OCC(=O)c1c[nH]c2ccccc12	1.6%	0.2%	-13.5%	-3.7%	2.3	-1.3%	3.4%	0.5%	0.0%	-14.6%	-3.5%
Cc1cccc(N2CCN(Cc3nc(CC4CC4)no3)CC2)n1	3.6%	0.1%	-0.6%	-0.2%	0.7	-0.3%	0.7%	1.2%	-4.4%	-24.1%	0.1%
COc1cc2cc(CN(CCCN3CCOCC3)Cc3nnnn3Cc3ccccc3)c(=O)[nH]c2cc1OC	2.3%	-0.2%	-17.7%	85.1%[activator]	0.3	2.0%	3.7%	-1.4%	10.0%	-9.4%	-1.6%
O=C(NCc1cccs1)C(=O)c1cn(CC(=O)N2CCCC2)c2ccccc12	0.4%	-0.1%	-8.8%	0.0%	-5.7	-2.0%	7.5%	-1.2%	24.2%	-12.9%	1.8%
O=[N+]([O-])c1ccc(O)c(/C=N/n2c(CO)nc3ccccc32)c1	1.4%	-0.4%	-1.4%	-2.4%	2.8	-4.5%	-1.1%	10.4%	?	3.4%	1.4%
COc1ccc(/C=C(/Sc2nnc(-c3ccc(Cl)cc3)o2)C(=O)O)cc1	-0.1%	-1.0%	0.8%	-1.0%	2.2	-6.0%	3.5%	-0.6%	-7.0%	-0.1%	-1.5%
CN(C(=O)COC(=O)CCC1CCCCC1)c1c(N)n(Cc2ccccc2)c(=O)[nH]c1=O	-3.7%	0.0%	-0.5%	0.6%	-2.3	0.4%	2.6%	14.3%	7.1%	1.3%	-4.4%

Compound activity: PubChem, National Center for Advancing Translational Sciences (NCATS)
